Source: PubChem
CRFBP-R2 block: antagonists of CRF-binding protein/CRF-R2 receptor complex; inhibition, % at 11.8 µM; 0.59% of 350,000 active; HEK293 CRF-R2/CRF-BP, CRF-induced calcium fluorescence;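 active = inhibition of the ligand-induced calcium signal above about 50% at the single tested concentration, limit read from the data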
CRFR2-BP ag: CRF-BP/CRF-R2 complex agonism; activation, % at 13.2 µM; 0.46% of 350,000 active; HEK293 CRF-R2/CRF-BP, calcium dye fluorescence (FLIPR); percent of saturating CRF peptide response;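 active = activation of at least 50%, plus an integration ratio under a set limit after plate pattern correction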;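 also: plate controls were neutral control wells without compound for no effect and CRF at EC100 for full effect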
M5 PAM: CHRM5 positive allosteric modulation; activation, % at 3 µM; 0.3% of 360,000 active; P08912; CHO-K1 hM5, Fluo-8 calcium, ACh EC20 PAM; 0% = ACh EC20, 100% = ACh EC100;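 active = activation above the run cutoff, the mean activation of all test compounds plus 3 SD, cut at about 18% in these data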
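system = human M5 receptor in CHO-K1 cells | reagent = EC20 acetylcholine as agonist stimulus | compound dosing = single-point, 3 µM nominal | incubation = Fluo-8 loading 80 min at 37 °C plus 30 min room temperature | detection = Fluo-8 calcium dye fluorescence, kinetic read | benchmarks = low control EC20 acetylcholine (0%), high control EC100 acetylcholine (100%)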
M4 ag: CHRM4 agonism in calcium assay | P08173 | CHO-K1 hM4/Gqi5, Fluo-8 calcium fluorescence; vehicle 0%, full acetylcholine response 100% | activation, % at 3 µM | 0.14% of 360,000 active | AID 624127;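 active = activation above the run mean over all test wells plus 3 SD, cut at about 32% in these data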;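 also: peak over basal fluorescence ratio per well then scaled between controls; 0% = DMSO wells and 100% = acetylcholine at EC100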
CHRM5 agonist: CHRM5 agonism in calcium assay; activation, % at 3 µM; 0.19% of 360,000 active; AID 624037; CHO-K1 hM5 cells, Fluo-8 calcium fluorescence; 0% DMSO wells, 100% maximal acetylcholine response; P08912;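 active = activation above the run's mean over test compounds plus 3 SD, cut at about 23% in these data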;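 also: signal is peak over basal fluorescence ratio across the kinetic read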
CHRM4 PAM: potentiates acetylcholine response at human M4 receptor | P08173 | CHO-K1 hM4/Gqi5, Fluo-8 calcium fluorescence, ACh EC20; 0% = ACh EC20, 100% = maximal ACh | activation, % at 3 µM | 0.4% of 360,000 active | AID 624126;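 active = activation above its plate's cutoff, the mean activation of sample wells plus 3 SD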; also: some results filed as inactive read as strong as hits
IDE inh: cellular human IDE inhibition. HEK cells, FAbetaB cleavage, fluorescence polarization. inhibition, % at 5.59 µM. 0.41% of 320,000 active;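 active = percent inhibition above the average of all tested compounds plus 3 SD, set per screening campaign, cut at about 16% in these data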;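 also: IDE supplied by intact live HEK cells; FP after avidin binding of uncleaved biotin substrate so inhibition keeps polarization high; 0% = DMSO wells and 100% = 60 µM reference IDE inhibitor Ii1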
Target sequence (P14735 whole entry, looked up): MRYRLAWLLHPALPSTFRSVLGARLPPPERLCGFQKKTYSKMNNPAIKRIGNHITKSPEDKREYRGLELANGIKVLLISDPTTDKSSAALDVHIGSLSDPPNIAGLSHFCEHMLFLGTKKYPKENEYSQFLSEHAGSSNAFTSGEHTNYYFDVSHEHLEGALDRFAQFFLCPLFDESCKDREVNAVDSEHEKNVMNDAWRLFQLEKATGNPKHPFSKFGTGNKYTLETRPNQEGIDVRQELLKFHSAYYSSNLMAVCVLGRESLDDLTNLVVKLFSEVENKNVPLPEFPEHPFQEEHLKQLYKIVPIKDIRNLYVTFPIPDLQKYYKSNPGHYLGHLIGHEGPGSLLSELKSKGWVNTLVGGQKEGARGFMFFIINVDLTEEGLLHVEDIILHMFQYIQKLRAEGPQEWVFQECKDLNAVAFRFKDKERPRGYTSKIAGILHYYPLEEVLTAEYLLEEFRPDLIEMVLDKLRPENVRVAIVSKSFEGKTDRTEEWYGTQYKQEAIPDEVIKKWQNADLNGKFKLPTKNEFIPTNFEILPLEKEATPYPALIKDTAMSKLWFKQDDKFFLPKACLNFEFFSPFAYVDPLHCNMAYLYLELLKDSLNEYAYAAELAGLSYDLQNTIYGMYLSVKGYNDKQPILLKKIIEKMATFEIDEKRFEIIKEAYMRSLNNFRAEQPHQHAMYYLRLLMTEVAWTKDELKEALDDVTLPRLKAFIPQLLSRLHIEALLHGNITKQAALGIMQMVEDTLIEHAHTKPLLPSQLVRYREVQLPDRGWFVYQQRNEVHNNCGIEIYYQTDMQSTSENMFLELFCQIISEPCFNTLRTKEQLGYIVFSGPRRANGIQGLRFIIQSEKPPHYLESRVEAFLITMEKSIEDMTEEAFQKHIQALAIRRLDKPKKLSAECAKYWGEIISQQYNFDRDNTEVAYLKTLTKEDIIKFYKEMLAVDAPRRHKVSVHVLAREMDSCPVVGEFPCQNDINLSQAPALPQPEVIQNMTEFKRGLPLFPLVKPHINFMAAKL
CHRM4 antagonist: antagonists of human muscarinic M4 receptor (CHRM4) | P08173 | inhibition, % at 3 µM | CHO-hM4 cells, ACh EC80, Fluo-8 calcium fluorescence | 0.73% of 360,000 active;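 active = inhibition above its plate's cutoff, the mean inhibition of sample wells plus 3 SD, cut at about 27% in these data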;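 also: 0% = acetylcholine EC80 with DMSO and 100% = DMSO without agonist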
M5 antag: blocks acetylcholine activation of human M5 receptor; P08912; 0.59% of 360,000 active; inhibition, % at 3 µM; CHO-hM5 cells, Fluo-8 calcium fluorescence, ACh EC80;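 active = inhibition above a per-plate cutoff, the mean of that plate's test compounds plus 3 SD, cut at about 27% in these data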;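 also: 0% = acetylcholine EC80 with DMSO and 100% = DMSO without agonist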
The depositor's hits bear a star; . = no result given.

SMILES	CRFBP-R2 block	CRFR2-BP ag	M5 PAM	M4 ag	CHRM5 agonist	CHRM4 PAM	IDE inh	CHRM4 antagonist	M5 antag
Cc1c(C(=O)NC(C)CCc2ccccc2)cccc1[N+](=O)[O-] (configuration not stated)	0	-1.2	-41	14	-2	-12	-3	13	13
CCCC(=O)C1=C(N(C)c2ccccc2)CC(C)(C)C(C(=O)OC)C1=O (configuration not stated)	-14	-2.3	1	0	-2	5	-8	7	-3
CCOC(=O)C1CCCN(C(=O)C2CCN(c3nnc(-n4cccc4)s3)CC2)C1 (configuration not stated)	4	0.4	-3	2	0	1	2	-6	0
C[C@H]1CN=C(N(C)C)N1CCC1CCCC1	-4	1.5	7	1	-13	3	1	-10	5
COC(=O)c1[nH]c2ccc(Cl)cc2c1NC(=O)CCN1CCOCC1	-6	1.7	0	1	-6	0	6	-6	-7
Nc1nc(CSc2nnnn2-c2ccc(F)c(Cl)c2)nc(N2CCOCC2)n1	7	2.2	2	2	0	11	2	-13	-1
CCOc1ccc(NC(=O)C2CC(C)=C(C)CC2C(=O)O)cc1 (configuration not stated)	-1	1.0	-7	0	1	-4	-3	-2	3
COc1ccc(-c2nc(SCC(=O)N3CCOCC3)n[nH]2)cc1	-3	0.0	4	1	-1	12	0	-1	-6
O=C(CSc1ccc2nnc(-c3ccccn3)n2n1)Nc1ccc(F)cc1	4	-3.2	-12	1	-3	1	1	3	9
Cc1nnc(NC(=O)C2CCN(S(=O)(=O)c3cc([N+](=O)[O-])ccc3Cl)CC2)o1	1	-0.9	-17	1	-1	3	3	9	10
COc1cccc(/C=N/NC(=O)c2ccc(-n3cnnn3)cc2)c1	9	-0.3	-1	3	1	4	.	-3	-1
COc1ccc(C(=O)Oc2ccc3ccc(=O)oc3c2)cc1OC	2	0.0	0	1	-2	2	1	-17	-2
Cc1c(C#N)c2ncnc(N)c2n1-c1ccccc1	-37	2.1	-5	4	-1	-1	0	-4	-4
CCCCn1nc(C(=O)NCC(c2cccs2)N2CCOCC2)c2ccccc2c1=O (configuration not stated)	3	-0.1	-6	19	5	-9	0	9	1
COc1ccc(-c2cc(C(=O)N3CCOCC3)no2)cc1OC	4	0.7	-1	0	0	7	-2	-3	2
CNC[C@@H]1Oc2c(NC(=O)Nc3ccc(F)cc3)cccc2C(=O)N([C@H](C)CO)C[C@@H]1C	-5	-0.5	2	1	0	9	1	-3	-2
Cc1nc(NC(=O)c2ccccc2[N+](=O)[O-])sc1C(=O)N(C)C	26	6.0	10	1	-4	4	3	-21	-13
Cc1ccccc1NC(=O)C(C)Sc1nnc(CN2CCCC2)n1Cc1ccccc1 (configuration not stated)	-26	5.0	-2	0	-1	1	.	-12	2
Cc1cnc(C(=O)Nc2ccc(OC(F)(F)F)cc2)cn1	3	0.1	-7	2	9	-2	5	4	-15
CN1C(=O)N(C)C2C1N(CN1CCCCC1)C(=O)N2CN1CCCCC1 (configuration not stated)	-4	-1.0	3	1	-2	1	1	0	-5
CCOc1ccc2nc(NC(=O)c3cnc(C)cn3)sc2c1	7	-0.8	-4	1	3	-3	-1	13	0
CC1CCCCCCC1OC(=O)c1ccccc1C(=O)O (configuration not stated)	2	0.9	-11	0	-7	1	.	-2	24
O=[N+]([O-])c1ccc(C2=CSC3=NCCN23)cc1	2	1.6	5	0	-10	-13	2	10	0
Cc1ccc(S(=O)(=O)N2CC=C(C(=O)NCCC(C)C)CC2)cc1	-20	-2.4	0	1	-6	12	0	2	9
COc1ccccc1N1CCN(CCN(C(=O)c2ccc(F)cc2)c2ccccn2)CC1	-3	0.7	-5	3	0	0	0	-10	1
O=C(N/N=C/c1cn(-c2ccccc2)nc1-c1ccc2c(c1)OCCO2)c1ccncc1	-29	0.6	-5	9	0	0	-1	2	3
Cc1ccc2c(c1)cc1c(=O)n(CC(=O)NCc3ccccn3)nc(C)n12	1	-1.1	0	0	-3	-1	0	6	13
COc1cc(/C=N/N2CCOCC2)ccc1OCc1ccccc1	-39	-1.3	-20	18	2	-4	6	16	21
O=C(COc1cccc(Cl)c1Cl)NC1CC1	40	0.7	1	1	-4	3	4	-7	6
O=C(c1ccc(COCC(F)(F)F)o1)N1CCCC1	1	-1.0	0	0	0	-3	4	4	5

Reprinted from the listing, 5 compounds:
SMILES	CRFBP-R2 block	CRFR2-BP ag	M5 PAM	M4 ag	CHRM5 agonist	CHRM4 PAM	IDE inh	CHRM4 antagonist	M5 antag
O=C(N/N=C/c1cn(-c2ccccc2)nc1-c1ccc2c(c1)OCCO2)c1ccncc1	-29	0.6	-5	9	0	0	-1	2	3
Cc1ccc2c(c1)cc1c(=O)n(CC(=O)NCc3ccccn3)nc(C)n12	1	-1.1	0	0	-3	-1	0	6	13
COc1cc(/C=N/N2CCOCC2)ccc1OCc1ccccc1	-39	-1.3	-20	18	2	-4	6	16	21
O=C(COc1cccc(Cl)c1Cl)NC1CC1	40	0.7	1	1	-4	3	4	-7	6
O=C(c1ccc(COCC(F)(F)F)o1)N1CCCC1	1	-1.0	0	0	0	-3	4	4	5

Continuation.
SMILES	CRFBP-R2 block	CRFR2-BP ag	M5 PAM	M4 ag	CHRM5 agonist	CHRM4 PAM	IDE inh	CHRM4 antagonist	M5 antag
COc1ccccc1C(=O)N/C(=C\c1cn(S(=O)(=O)N(C)C)c2ccccc12)C(=O)NCCCN1CCOCC1	2	-1.1	-1	8	-7	-6	7	-6	-2
CC(=O)c1ccc(NC(=O)c2cc(=O)[nH]c3ccccc23)cc1	-12	-0.3	5	0	10	-1	-2	2	-7
COc1ccccc1NC(=S)N(CCN1CCOCC1)Cc1ccccc1F	4	-2.8	2	1	-5	-6	8	0	7
CC(C)c1ccccc1NC(=S)NCCCn1ccnc1	20	-2.9	0	0	-3	4	1	-8	4
O=C1NC(=O)C(c2ccccc2)(c2ccccn2)N1 (configuration not stated)	9	4.4	-1	1	2	4	.	-3	11
CCOC(=O)c1ccc2nc(C)c(CCC(C)=O)c(Cl)c2c1	17	0.8	7	2	-7	-1	-1	-12	-8
O=C(O)c1ccc(-c2ccc(O)c(F)c2)cc1	19	-1.6	-1	1	1	4	1	-6	5
CN(C)CCCNC(=O)C[C@H]1C[C@H](C(=O)N2CCOCC2)[C@@]2(CCC3CCCC3)c3[nH]c4cc(CCC(=O)N(C)C)ccc4c3CCN2C1=O	2	-0.3	1	-1	0	0	.	-2	-4
CCCC(=O)Nc1nnc(S(=O)(=O)N(CC)c2ccccc2)s1	-1	1.7	-12	24	2	-14	-1	9	15
Cc1cc(-c2nnco2)c(C)n1-c1ccc(F)cc1	3	-4.5	-1	-1	0	14	0	-11	-9
Cc1ccc(SCc2nc3ccccc3n2CC(=O)Nc2ccc(Cl)cc2)cc1	-2	3.5	-11	6	2	-13	1	9	23
Nc1c(C(=O)N2CCCCC2)sc(=S)n1-c1ccccc1	-15	-1.0	-4	2	-1	-3	2	-4	-7
COc1ccccc1CN1CC(C(=O)N2CCN(c3ccc(F)cc3)CC2)CC1=O (configuration not stated)	1	0.4	2	2	1	1	3	0	-3
COc1cccc(NC(=O)C2CC(=O)n3cnnc3S2)c1 (configuration not stated)	14	0.3	4	1	-1	1	0	-5	-2
CC(C)(O)[C@@H]1[C@@H]2C[C@@]3(CC[C@]4(C)C(CCC5[C@@]6(C)CC[C@H](O)C(C)(C)C6CC[C@]54C)[C@@H]13)C(=O)O2 (some centres not stated)	0	-1.5	-1	1	2	6	-2	-4	6
Cc1cc(C(=O)Nc2ccccc2)c(C)o1	21	0.2	3	-1	0	15	8	7	-3
CN(C)c1ccc(/C=N/Nc2ccc(-n3ccnc3)nn2)cc1	-5	0.1	-4	0	-1	-4	-1	17	-8
COc1ccc(N2CCN(C(=O)NC3CCCCC3)CC2)cc1	-2	-0.3	-3	1	3	13	2	-6	1
CC(=O)N1CCN(C(=O)CCNS(=O)(=O)c2ccccc2)CC1	4	-0.9	8	1	5	10	-4	1	1
C/C(=N/NC(=O)CN1CCN(S(=O)(=O)c2ccc(C)cc2)CC1)c1cccc(O)c1	-8	-1.1	6	3	-4	0	-3	5	2
c1ccc(CSc2nnc(-c3cccs3)o2)cc1	-7	0.8	-1	0	0	3	-1	-6	3
O=S(=O)(NCc1ccco1)c1ccc(S(=O)(=O)N2CCCC2)cc1	11	-2.1	4	2	0	3	-3	0	-11
CC(C)(O)/C=C/C(=O)[C@](C)(O)C1[C@H](O)C[C@@]2(C)C3CC=C4C(C=C(O[C@@H]5O[C@H](CO)[C@@H](O)[C@H](O)[C@H]5O)C(=O)C4(C)C)[C@]3(C)C(=O)C[C@]12C (some centres not stated)	8	0.6	5	2	-1	12	-1	-22	-2
O=C1NC2(CCc3ccccc3C2)C(=O)N1CCOc1cccc(Cl)c1 (configuration not stated)	-30	0.6	-7	0	-5	-3	0	-8	1
CN(CCCN1CCOCC1)C(=O)c1cc(COc2ccc(F)cc2F)on1	-8	2.7	0	1	-7	6	1	-9	3
O=C(Nc1ccccc1N1CCOCC1)c1ccc(Cl)nc1	-7	1.9	14	0	6	0	10	-3	2
COc1ccc(C(=O)/C=C/C(=O)N(CC(=O)NC2CCCCC2)Cc2ccccc2OC)c(O)c1	-17	0.3	0	3	-1	-4	.	-6	3
CCCCCNC(=O)C(c1ccnc2ccccc12)n1c(=O)c(-c2cc3ccccc3[nH]2)nc2ccccc21 (configuration not stated)	.	.	-6	3	1	3	.	-1	3
C/C(N)=C(/C#N)C(=O)COC(=O)CSc1ccc2ccccc2c1	26	-2.2	-7	17	2	2	0	1	3
COc1ccccc1N1CCN(CC(=O)Nc2cc(F)ccc2C)CC1	-11	-2.0	5	5	-4	-1	1	-5	-7
O=C(O)c1[nH]c2ccc(Br)cc2c1CCN1C(=O)c2cccc([N+](=O)[O-])c2C1=O	13	-0.7	8	0	-1	10	0	-1	-2
Cc1cc(OCCCCN2C(=O)NC(C)(C)C2=O)ccc1[N+](=O)[O-]	-4	0.2	-10	16	8	-11	1	-3	0
CCN1C(=O)[C@H]2[C@@H](c3ccc(Cl)cc3)N3C(=O)CN(CC4CC4)C(=O)[C@@]3(C)[C@H]2C1=O	-1	-0.4	11	1	1	8	-2	-4	-1
CCOc1cc(C)nc(NCc2ccccc2)n1	3	-1.2	-7	0	-6	1	-1	0	5
CCOC(=O)c1c(O)c2cc(Cl)ccc2n(CC)c1=O	21	-0.1	-9	-2	-1	-9	5	11	13
C[C@@H]1CN(S(=O)C(C)(C)C)[C@@H](CCO)/C1=C\CCO (some centres not stated)	-6	0.8	-7	1	1	1	.	-1	1
CC(C)(C)c1ccc(OCc2cnc(Cl)s2)cc1	-20	2.6	-7	2	-3	1	1	-9	-17
COc1ccccc1C(=O)NNC(=O)c1ccc(NC(=O)c2ccccc2)cc1	-30	0.1	-7	2	-1	-1	-2	2	7
Cn1c(CCNC(=O)c2ccccc2F)nnc1SCC(=O)Nc1ccccc1F	11	-0.8	-3	1	-3	3	-9	4	15
Cc1nn(-c2ccccc2)cc1/C=N/O	-13	0.2	7	1	1	4	0	-1	-3
COc1cc(C(=O)NCc2ncccc2C)ccc1OC1CCN(C(C)=O)CC1	16	-0.1	-3	1	-2	-1	-7	-3	4
COc1ccc(OC)c(-c2cc(C(=O)NCCCn3ccnc3)no2)c1	2	-2.6	-1	0	0	12	-1	-4	6
